Screening results as filed in PubChem.
UGM FP inh: Mtb UDP-galactopyranose mutase inhibition | P9WIQ1 | purified UGM, fluorescence polarization probe displacement | 320,000 tested, 0.06% active | AID 504406 | inhibition, % at 10 µM; in the data active = inhibition above about 10%, passing the limit was not always enough; inconclusive = no clear call, values can overlap the other calls
Target sequence (P9WIQ1 whole entry, looked up): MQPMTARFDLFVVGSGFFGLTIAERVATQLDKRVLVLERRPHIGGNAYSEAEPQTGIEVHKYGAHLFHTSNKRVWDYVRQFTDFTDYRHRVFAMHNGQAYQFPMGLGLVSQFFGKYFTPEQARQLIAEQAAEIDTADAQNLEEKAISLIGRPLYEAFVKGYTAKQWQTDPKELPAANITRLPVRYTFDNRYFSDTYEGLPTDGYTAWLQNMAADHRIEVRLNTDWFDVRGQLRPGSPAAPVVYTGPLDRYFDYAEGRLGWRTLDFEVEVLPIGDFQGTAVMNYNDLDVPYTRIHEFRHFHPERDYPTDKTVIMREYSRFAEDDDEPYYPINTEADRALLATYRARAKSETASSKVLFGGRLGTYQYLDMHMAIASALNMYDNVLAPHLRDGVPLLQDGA
Rv3671c inh: inhibits the M. tuberculosis serine protease Rv3671c; P9WHR9; inhibition, % at 5.96 µM; 320,000 tested, 0.048% active; AID 2606; in the data active = inhibition above about 38%;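 also: extracellular domain of Rv3671c used as enzyme; 0% = enzyme with DMSO and 100% = no enzyme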
Target sequence (P9WHR9 whole entry, looked up, the tested form may be a part): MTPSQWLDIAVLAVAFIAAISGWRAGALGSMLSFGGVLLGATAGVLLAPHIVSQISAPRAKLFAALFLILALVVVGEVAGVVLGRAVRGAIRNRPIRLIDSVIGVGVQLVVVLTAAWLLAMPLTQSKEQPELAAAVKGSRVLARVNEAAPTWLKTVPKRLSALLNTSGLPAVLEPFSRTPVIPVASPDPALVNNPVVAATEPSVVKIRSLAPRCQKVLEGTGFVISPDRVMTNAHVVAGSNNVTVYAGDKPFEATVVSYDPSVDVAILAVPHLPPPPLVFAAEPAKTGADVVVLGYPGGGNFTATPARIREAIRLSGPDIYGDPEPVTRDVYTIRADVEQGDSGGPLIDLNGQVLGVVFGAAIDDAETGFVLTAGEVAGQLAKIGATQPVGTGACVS
GDH-TPI inh: inhibits GDH-TPI coupling enzymes, artifact for Mtb FBA screen; GDH-TPI coupled enzyme counterscreen, NADH absorbance; AID 588335; inhibition, % at 4.8 µM; 360,000 tested, 1.2% active;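 also: 0% = DMSO wells and 100% = wells lacking the enzyme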
Mtb BioA inh: BioA (M. tuberculosis) enzyme inhibition; purified M. tuberculosis BioA enzyme, plate reader; inhibition, % at 9.99 µM; 360,000 tested, 0.096% active; AID 602481; in the data active = inhibition above about 40%; inconclusive = no clear call, values can overlap the other calls
CCHF vOTU inh: CCHFV vOTU protease inhibition; Pep-AMC fluorescence; inhibition, % at 11.5 µM; 370,000 tested, 0.55% active; AID 651958; also: 0% = vehicle wells with enzyme and 100% = no enzyme wells
FBA Mtb inh: inhibitors of M. tuberculosis fructose-bisphosphate aldolase. purified M. tuberculosis FBA, fluorescence read-out. inhibition, % at 1 µM. 360,000 tested, 2.3% active. AID 588726; in the data active = inhibition above about 27%;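 also: 0% = vehicle and 100% = reference inhibitor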
BoNT F protease: inhibitors of Botulinum neurotoxin F light chain protease; 360,000 tested, 0.22% active; inhibition, % at 10 µM; Multiplex microsphere protease cleavage assay, flow cytometry; in the data active = inhibition above about 35%, passing the limit was not always enough; inconclusive = no clear call, values can overlap the other calls; also: plate controls were buffer without enzyme for full effect and enzyme alone for no effect
DUSP3 inh: blocks human VHR1 dual specificity phosphatase; P51452; recombinant VHR phosphatase, pNPP absorbance; inhibition, % at 13.3 µM; 290,000 tested, 0.52% active; in the data active = inhibition above about 50%; also: some compounds called inactive have numbers as strong as hits
Target sequence (P51452 whole entry, looked up): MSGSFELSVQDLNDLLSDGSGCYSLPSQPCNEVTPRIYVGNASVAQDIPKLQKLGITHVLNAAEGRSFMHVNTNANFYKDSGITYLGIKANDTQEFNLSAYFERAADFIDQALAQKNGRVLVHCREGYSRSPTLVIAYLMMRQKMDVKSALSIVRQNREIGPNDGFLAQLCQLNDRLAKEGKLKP
MazEF act: MazEF (E. coli) toxin RNase activation; P0AE70; FAM/BHQ RNA-DNA oligo cleavage fluorescence, 5 h; activation, % at 20 µM; 350,000 tested, 0.32% active; AID 504720; in the data active = activation above about 50%
FadD28 FP inh: inhibitors of Mycobacterium tuberculosis FadD28 bisubstrate binding; inhibition, % at 12.5 µM; 360,000 tested, 0.22% active; FadD28 bisubstrate probe binding, fluorescence polarization; in the data active = inhibition above about 8.5%, passing the limit was not always enough; inconclusive = no clear call, values can overlap the other calls
An asterisk follows results filed as active; u = inconclusive; x = not tested or not shown; + = active, no number. Rule as the data show it, unless noted: active = inhibition above about 30%; inactive = the rest.

1) Cc1cc(Nc2ccc(N(C)C)cc2)n2ncnc2n1
2) O=C(CSc1nccc(=O)[nH]1)Nc1cccc(S(=O)(=O)N2CCOCC2)c1
3) CCOC(=O)N1CCN(C(=O)c2cc(COc3cccc(C(F)(F)F)c3)on2)CC1
4) COc1ccc(CNC(=O)C(C)N(Cc2ccco2)C(=O)c2snc(C(N)=O)c2N)cc1 (stereo not given)
5) COC(=O)CN1C(=O)[C@@H]2[C@H](C1=O)[C@@H]1CC(C(=O)OC)=C[C@@H](C(=O)OC)[C@@H]3C1=C(C(=O)[C@@]3(C)NC(=O)c1ccccc1)[C@@H]2C
6) COc1ccc(-c2nc3c(C)cc(Br)cn3c2Cc2cccc(Cl)c2)cc1OC
assay / entry	1	2	3	4	5	6
UGM FP inh	-0.6	4.8	-1.8	0.2	0.5	x
Rv3671c inh	-4	-9	-2	3	7	x
GDH-TPI inh	14	16	6	24	-7	x
Mtb BioA inh	-1.1	-1.2	0.0	0.7	-1.0	1.1
CCHF vOTU inh	2	6	18	-22	12	6
FBA Mtb inh	1	-1	0	6	-1	0
BoNT F protease	-27	-2	-5	-8	8	-2
DUSP3 inh	40	-13	-2	3	x	x
MazEF act	10	-1	-3	0	3	x
FadD28 FP inh	0.6	-4.5	0.5	-0.6	-0.2	-4.6

7) CC(C)(C)NC(=O)C1Cc2ccccc2CN1 (stereo not given)
8) CCCS(=O)(=O)NC(=O)C1(C)CCCN(C(=O)c2cccc(Cl)c2)C1 (stereo not given)
9) c1ccc(-c2nnc3sc(Cc4cccs4)nn23)cc1
10) COc1cccc(C(=O)Nc2cc(=O)n(C)c(=O)n2C)c1
11) CCCCn1c(N)c(N(CCC(C)C)C(=O)C2CC(=O)N(Cc3ccc(C)cc3)C2)c(=O)[nH]c1=O (stereo not given)
12) O=[N+]([O-])c1cccc(-c2nn(-c3ccccc3)cc2CO)c1
assay / entry	7	8	9	10	11	12
UGM FP inh	0.9	x	2.1	3.1	0.0	0.6
Rv3671c inh	5	x	1	7	6	-4
GDH-TPI inh	5	-6	1	2	1	-1
Mtb BioA inh	-0.7	-1.6	5.1	0.3	0.7	x
CCHF vOTU inh	-2	-5	3	3	-3	-13
FBA Mtb inh	2	0	5	-2	4	2
BoNT F protease	2	-3	-8	-13	11	u
DUSP3 inh	20	x	18	-1	x	-5
MazEF act	5	x	0	1	-6	12
FadD28 FP inh	-0.4	0.1	-1.0	-3.8	-1.1	-2.6

13) COC(=O)C1=C(c2cccc(OC)c2OC)C[C@@H]2CC[C@H]1N2C(=O)NCc1ccco1
14) O=C(Cc1ccc(Cl)cc1)Nc1ccc(CN2CCCCC2)cc1
15) Cc1nnc(N2C(=O)C(=O)/C(=C(\O)c3ccc4c(c3)CC(C)O4)C2c2ccccc2)s1 (stereo not given)
16) COc1ccc(N2CCN(C(=O)CNS(=O)(=O)c3ccc(Br)s3)CC2)cc1
17) Cn1c2ccc(F)cc2c2ncn(CCN3CCOCC3)c(=O)c21
18) O=C(Cn1cnc2cc([N+](=O)[O-])ccc2c1=O)Nc1ccccc1Cl
assay / entry	13	14	15	16	17	18
UGM FP inh	-0.7	-2.4	0.8	-0.5	1.0	-0.5
Rv3671c inh	3	8	-18	6	-4	0
GDH-TPI inh	13	-8	14	5	7	18
Mtb BioA inh	-2.9	x	-0.8	1.1	x	-0.6
CCHF vOTU inh	-3	-2	-4	3	-18	5
FBA Mtb inh	2	-5	2	2	8	-1
BoNT F protease	-11	u	-6	-2	-2	0
DUSP3 inh	x	-3	6	2	-10	36
MazEF act	2	6	10	6	2	-8
FadD28 FP inh	-0.4	-5.4	-0.8	1.5	-4.7	-3.1

19) Cc1c(OC(C)C(=O)NCCCn2ccnc2)ccc2c3c(c(=O)oc12)CCC3 (stereo not given)
20) Cc1noc(C)c1C(=O)OCC(=O)Nc1cccc(S(=O)(=O)N(C)C)c1
21) CCOc1ccc(C(=O)Nc2ccc(N3CCN(C(C)=O)CC3)cc2)cc1[N+](=O)[O-]
22) COc1ccc(OC)c(C(=O)CN2CCN(S(=O)(=O)c3ccc(Br)cc3)CC2)c1
23) CC(C)Cn1[nH]c2c3c(ccc2c1=O)C(=O)c1ccccc1C3=O
24) CCN(CC(=O)Nc1c(F)cccc1F)C(=O)Cn1c(=O)cnc2ccccc21
assay / entry	19	20	21	22	23	24
UGM FP inh	2.0	-1.6	0.3	1.6	-0.2	-0.8
Rv3671c inh	-5	-7	-9	4	-9	2
GDH-TPI inh	2	4	4	9	11	3
Mtb BioA inh	19	0.1	-0.3	-0.1	-0.1	0.1
CCHF vOTU inh	-10	-7	-4	-2	x	1
FBA Mtb inh	24	0	1	2	-1	1
BoNT F protease	-9	-2	-6	-20	7	-5
DUSP3 inh	20	15	15	-13	5	x
MazEF act	9	-5	-1	-1	0	7
FadD28 FP inh	-1.0	-2.6	-0.8	-3.3	-0.1	-2.0

Shown tab-delimited: 6 of the compounds above
no.	canonical_smiles	UGM FP inh	Rv3671c inh	GDH-TPI inh	Mtb BioA inh	CCHF vOTU inh	FBA Mtb inh	BoNT F protease	DUSP3 inh	MazEF act	FadD28 FP inh
23	CC(C)Cn1[nH]c2c3c(ccc2c1=O)C(=O)c1ccccc1C3=O	-0.2	-9	11	-0.1	x	-1	7	5	0	-0.1
24	CCN(CC(=O)Nc1c(F)cccc1F)C(=O)Cn1c(=O)cnc2ccccc21	-0.8	2	3	0.1	1	1	-5	x	7	-2.0
19	Cc1c(OC(C)C(=O)NCCCn2ccnc2)ccc2c3c(c(=O)oc12)CCC3 (stereo not given)	2.0	-5	2	19	-10	24	-9	20	9	-1.0
21	CCOc1ccc(C(=O)Nc2ccc(N3CCN(C(C)=O)CC3)cc2)cc1[N+](=O)[O-]	0.3	-9	4	-0.3	-4	1	-6	15	-1	-0.8
22	COc1ccc(OC)c(C(=O)CN2CCN(S(=O)(=O)c3ccc(Br)cc3)CC2)c1	1.6	4	9	-0.1	-2	2	-20	-13	-1	-3.3
20	Cc1noc(C)c1C(=O)OCC(=O)Nc1cccc(S(=O)(=O)N(C)C)c1	-1.6	-7	4	0.1	-7	0	-2	15	-5	-2.6

Following part
25) COc1ccc(NC(=O)c2cc(S(=O)(=O)N3CCCCC3)c[nH]2)cc1Cl
26) CCC(CC)c1nnc(NC(=O)c2cccnc2SC)s1
27) COc1ccc(NC(=O)CSc2nnc(NC(C)=O)s2)c([N+](=O)[O-])c1
28) Cc1ccccc1OCCC(=O)N(Cc1ccccc1)c1c(N)n(Cc2ccccc2)c(=O)[nH]c1=O
29) Cc1cc(C)nc(-n2nc(C)cc2NC(=O)CNC(C)c2ccccc2)n1 (stereo not given)
30) CN(Cc1c(C(=O)N/N=C/c2ccccc2F)nnn1-c1nonc1N)c1ccccc1
assay / entry	25	26	27	28	29	30
UGM FP inh	-1.4	-0.6	-0.3	0.1	-1.1	0.3
Rv3671c inh	-33	10	-1	-1	13	-8
GDH-TPI inh	10	5	-2	7	-13	5
Mtb BioA inh	0.7	x	x	0.0	0.5	-0.1
CCHF vOTU inh	-5	5	0	4	6	-3
FBA Mtb inh	1	1	9	-2	2	-4
BoNT F protease	-7	-4	2	-7	-4	-1
DUSP3 inh	10	-22	14	9	24	-28
MazEF act	0	-9	2	-5	2	10
FadD28 FP inh	-0.6	-0.4	-0.9	0.9	-5.0	-13

31) O=C(CC1SC(=O)N(Cc2cccc3ccccc23)C1=O)Nc1nccs1 (stereo not given)
32) Cc1oncc1C(=O)NC1CCCCC1
33) CCCn1ncc(CN2CCC(CO)(Cc3ccc(OC)cc3)CC2)c1C
34) CCN1CCN(C(c2cccs2)C(C)NS(=O)(=O)c2ccc(C)cc2)CC1 (stereo not given)
35) COCCNC(=O)CN(C(=O)CCC(=O)Nc1ccccn1)c1ccc(C)cc1
36) Fc1ccccc1COc1ccc(Br)cc1CNCC1CCCO1 (stereo not given)
assay / entry	31	32	33	34	35	36
UGM FP inh	-2.2	0.9	-1.3	2.1	3.0	1.6
Rv3671c inh	-33	0	-8	-2	-9	-6
GDH-TPI inh	7	-3	-1	1	14	2
Mtb BioA inh	-1.5	2.4	x	x	-3.6	x
CCHF vOTU inh	-1	-15	-15	-1	15	-4
FBA Mtb inh	-3	-1	-2	0	4	0
BoNT F protease	2	-2	0	2	x	-11
DUSP3 inh	35	7	18	-9	6	17
MazEF act	-1	7	8	-7	-4	7
FadD28 FP inh	-1.2	-2.4	-1.2	1.8	-1.0	-1.0

37) O=C(Nc1ccccc1)C1C2CCC3C(CCC21)C3(Cl)Cl (stereo not given)
38) Cc1ccc(S(=O)(=O)Nc2ccc(Br)cc2C(NCC(=O)O)c2ccccc2)cc1 (stereo not given)
39) CC(=O)N1CCN(CC(O)Cn2c3ccccc3c3ccccc32)CC1 (stereo not given)
40) C[C@]12CCC(=O)C=C1CC[C@@H]1[C@@H]2[C@@H](O)C[C@]2(C=O)[C@@H](C(=O)CO)CC[C@@H]12
41) CCCC/S(C)=N/S(=O)(=O)c1ccc(C)cc1 (stereo not given)
42) O=S(=O)(NC1CC1)c1ccc(S(=O)(=O)N2CCCc3ccccc32)cc1
assay / entry	37	38	39	40	41	42
UGM FP inh	-4.0	0.4	0.3	-1.6	0.2	-2.9
Rv3671c inh	-1	-2	5	0	6	-9
GDH-TPI inh	-14	8	1	5	8	0
Mtb BioA inh	x	0.5	-2.6	1.7	x	0.5
CCHF vOTU inh	21	8	-17	-2	-24	-3
FBA Mtb inh	-1	0	0	2	3	2
BoNT F protease	-2	-11	-15	2	-1	-1
DUSP3 inh	18	-6	5	x	1	17
MazEF act	2	3	14	3	1	-2
FadD28 FP inh	-2.3	-2.2	-1.4	0.4	1.1	-0.9

43) CS(=O)(=O)Nc1ccc(C(=O)NC2CC3CCC2C3)cc1 (stereo not given)
44) O=C(Nc1ccccc1F)N(Cc1ccc(F)cc1)Cc1nc2ccccc2c(=O)[nH]1
45) CC(C)C(=O)Nc1ccc(-c2nc3ncccc3o2)cc1
46) C=CCn1c(SCCN2CCOCC2)nc2c1c(=O)[nH]c(=O)n2C
47) CCCCn1c(N)c(N(C)C(=O)C2CCCC2)c(=O)[nH]c1=O
48) Cc1cccc(-n2ncc(C#N)c2N)c1
assay / entry	43	44	45	46	47	48
UGM FP inh	-3.3	2.8	0.5	-0.2	0.3	1.8
Rv3671c inh	10	13	-9	6	-2	5
GDH-TPI inh	6	-3	41*	1	-6	17
Mtb BioA inh	3.7	x	0.1	-2.3	-0.9	-2.6
CCHF vOTU inh	5	-4	-105	1	-11	0
FBA Mtb inh	1	-1	+	0	1	5
BoNT F protease	5	-5	u	-8	6	-24
DUSP3 inh	-12	11	-24	18	x	14
MazEF act	5	47	1	1	3	2
FadD28 FP inh	-0.2	-2.8	-1.3	-0.5	-4.0	-1.2

49) CC(Sc1nnc2ccccn12)C(=O)Nc1ccc2c(c1)OCCO2 (stereo not given)
50) Cc1ccccc1CN(c1ccc(C(=O)Nc2cccnc2)cc1)S(C)(=O)=O
51) Cc1c(CN(C)C)c2c(n1Cc1ccccc1)C(=O)c1ccccc1-2
52) O=C(NCc1ccccn1)c1ccccc1OCc1ccc(Cl)cc1Cl
53) COc1ccc(C(=O)C2CCCN(Cc3ccsc3)C2)cc1OC (stereo not given)
54) Cc1cccc(Nc2nnc(SCC(=O)NC3CCCc4ccccc43)s2)c1C (stereo not given)
assay / entry	49	50	51	52	53	54
UGM FP inh	1.8	2.3	-1.1	5.5	4.0	-1.0
Rv3671c inh	1	-5	-8	-16	-9	-5
GDH-TPI inh	9	-5	9	0	6	-7
Mtb BioA inh	x	20	7.2	-0.6	x	x
CCHF vOTU inh	8	-1	-5	12	2	15
FBA Mtb inh	-1	2	0	-3	-2	-1
BoNT F protease	0	-4	-7	-3	2	-13
DUSP3 inh	16	24	-10	x	6	-2
MazEF act	0	-2	8	-5	7	-1
FadD28 FP inh	0.5	-5.4	-2.9	-5.0	1.1	-1.9
